CRE-bla Fsk = modulators of forskolin-stimulated CRE signaling in CHO cells; CHO CRE-bla reporter (cAMP response element driving beta-lactamase), forskolin EC10, beta-lactamase ratio; Potency, µM (doses to about 38.2 µM), inactives show top-dose activity change, negative = inhibition, usual class: activators; 71,000 tested, 2.5% active; AID 662; active = well fitted activation curve with a large enough effect in the signal ratio, with a control signal flat, not every such curve was filed as active; inconclusive = small, poorly fitted or top-dose-only effect, or effect the other way, or a change in a side signal; the % refers to the signal ratio; also: potency is read from the fitted curve at half-maximal effect; % of control where 0% means no effect
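CHO CRE-bla cells, overnight plating in Opti-MEM with 0.5% dialyzed FBS; cpd titration + EC10 NKH 477, 3 h 37 °C; CCF4 2 h RT; ex 405/em 460 vs 530 ratio → %Activity, AC50.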
HBB splicing = hemoglobin beta splicing modulation; 65,000 tested, 0.06% active; HBB splicing reporter cell assay, activation; EGFP reporter with mutant IVS2-654 intron; response scale: normalised to 500 nM splice-correcting PNA; AID 925; Potency, µM (series often up to 46.1 µM), for the others: at the highest dose activation, usual class: activators; also: potency is read from the fitted curve at half-maximal effect; 0% is about no effect
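HeLa cells stably expressing EGFP interrupted by mutant beta-globin intron 2 (IVS2-654), 500/well in 2% FCS. Treated with compound for 2 days at 37C. Splicing correction scored as total well GFP intensity (488 nm excitation, 500-520 nm emission); 500 nM antisense PNA served as control.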
BRCT inh red = BRCT-phosphoprotein interaction inhibition (red fluorophore); BRCT-phosphopeptide binding, red fluorescence polarization; 75,000 tested, 0.03% active; Potency, µM (highest dose often 76.9 µM), for inactives: at the top dose activity change, negative = inhibition, usual class: inhibitors; P38398; also: % is scaled to controls: 0 for no effect and ±100 for the full control effect
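Fluorescence polarization: 100 nM His-tagged BRCA1 BRCT with 100 nM TAMRA-labelled phospho-BACH1 decapeptide, phosphate buffer pH 7.3 with 150 mM NaCl, DTT, 0.01% Tween 20; 12 min RT. Binding inhibition seen as FP decrease.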
ALOX15 inhib = blocks human 15-lipoxygenase activity; P16050; purified 15hLO-1, xylenol orange hydroperoxide absorbance; Potency, µM (titrated, usually from 57.1 µM), for the others: top-dose activity change, negative = inhibition, usual class: inhibitors; 74,000 tested, 1.4% active; also: potency is read from the fitted curve at half-maximal effect; % is scaled to controls: 0 for no effect and ±100 for the full control effect; nearly all actives have a fitted effect of over 55% in size
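40 nM 15hLO-1 + cpd, 15 min RT; start w/ 50 uM AA (final), 6 min RT; stop/detect w/ 200 uM XO + 300 uM Fe(II) in 50 mM H2SO4, 30 min; A573/A405. Buffer 25 mM Hepes pH 7.5, 0.01% Triton X-100. No-enzyme wells as negative control.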
A350 fluor = compound fluoresces in the Alexa 350 spectral region; Compound autofluorescence, 340/450 nm, Alexa 350 dye-equivalents; hits give high values; max dye-equivalent concentration, M; 59,000 tested, 11% active; AID 590; in the data active = max dye-equivalent concentration above about 10 nM; inconclusive = mostly about 1.1 nM to 9.6 nM
Pol III holo inh = inhibitors of bacterial DNA polymerase III holoenzyme | reconstituted DNA polymerase III holoenzyme replication, biochemical | Potency, µM (top dose mostly 57.1 µM), without a hit: at the highest dose activity change, negative = inhibition | 71,000 tested, 0.25% active | AID 603; also: potency is read from the fitted curve at half-maximal effect; % is scaled to controls: 0 for no effect and ±100 for the full control effect
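Reconstituted *E. coli* holoenzyme (0.35 nM Pol III, 1 nM beta, 154 nM SSB, 2 nM primase) was preincubated with compound for 15 min at RT. Synthesis on 1.4 nM ssM13Gori ran 35 min, then was stopped with PicoGreen/EDTA and read as dsDNA fluorescence.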
Epigenetic mod = epigenetic modulators derepressing GFP locus in mouse cells; mouse C127i GFP locus derepression, cytometry, 30 h; 68,000 tested, 0.09% active; Potency, µM (top dose mostly 46.1 µM), for the others: at the highest dose GFP derepression (activation); AID 597; also: % of control where 0% means no effect
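Locus derepression in mouse mammary C127i cells whose integrated CMV-GFP reporter is normally silent; GFP expression after 30 h compound treatment was quantified by counting fluorescent cells.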
BRCT PPI green = inhibitors of human BRCA1 BRCT-phosphoprotein interaction (green fluorophore); BRCA1 BRCT-phosphopeptide binding, green fluorescence polarization; AID 875; 75,000 tested, 0.05% active; Potency, µM (highest dose often 76.9 µM), without a hit: at the top dose activity change, negative = inhibition, hits mostly inhibitors; P38398;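 also: potency is read from the fitted curve at half-maximal effect; plate controls were peptide without protein for full effect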
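Compounds were incubated for 12 min at room temperature with a complex of 100 nM fluorescein-tagged pBACH1 decapeptide and 250 nM His-tagged BRCT protein. Buffer was phosphate pH 7.3 with EDTA, DTT and Tween 20. Disruption of binding lowers the polarization signal.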
Hsp90 Hop PPI = changes Hsp90-Hop TPR2A binding signal, up or down. AlphaScreen TPR2A-His6 binding biotin-Hsp90 C-terminal peptide. Potency, µM (titrated, usually from 57 µM), for the others: at the top dose activity change, negative = inhibition. 71,000 tested, 0.44% active; active = well fitted curve in either direction with a large enough effect; inconclusive = small, poorly fitted or top-dose-only effect, or another doubt; also: potency is read from the fitted curve at half-maximal effect; % is scaled to controls: 0 for no effect and ±100 for the full control effect; many of its hits are not listed in these tables
Ub-GFP proteasome = ubiquitin-GFP accumulation via proteasome inhibition. Ubiquitin-GFP reporter cells, proteasome inhibition, GFP fluorescence; response scale: untreated = 0%, 10 µM MG-132 = 100%. 67,000 tested, under 10 active. AID 526. Potency, µM (doses to about 45.9 µM), for inactives: at the highest dose activation (GFP accumulation), hits mostly activators; active = well fitted activation curve with a large enough effect, not every such curve was filed as active; inconclusive = small, poorly fitted or top-dose-only effect, or another doubt; inactive = no such curve, though single readings can be large or run the other way; also: potency is read from the fitted curve at half-maximal effect
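U2OS cells expressing ubiquitin(G76V)-GFP, seeded overnight in 0.5% FBS medium, then treated 4 hr at 37 C across 46 uM to 2.9 nM. GFP-positive cells counted by laser cytometry (488 ex/515 em); %activity scaled between basal and 10 uM MG-132.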
4MU fluor = compound fluoresces in the 4-MU spectral region; 59,000 tested, 11% active; compound autofluorescence, 340/450 nm, 4-MU equivalents; hits give high values; max dye-equivalent concentration, M; in the data active = max dye-equivalent concentration above about 10 nM; inconclusive = mostly about 1.1 nM to 9.6 nM
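Intrinsic fluorescence at 340/450 nm (ex/em) was read after 15 min at room temperature in pH 8.0, 100 mM Tris. Each compound concentration expressed as 4-MU-equivalent concentration from a six-point 4-MU standard series on each plate.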
Starred values were filed as active, the others as inactive; i = inactive; ? = inconclusive; / = no result given; [ ] = dose if it differs, or a comment. Unless noted, calls follow the shape of the dose curve; as a rule, active = well fitted curve in the direction sought with a large enough effect; inconclusive = small, poorly fitted or top-dose-only effect, or another doubt; inactive = no such curve, though single readings can be large; an effect the other way counts as inactive or inconclusive. Outcome played no part in choosing rows; any-hit rate near 12%.

The first 2 entries, ahead of the listing:
SMILES	CRE-bla Fsk	HBB splicing	BRCT inh red	ALOX15 inhib	A350 fluor	Pol III holo inh	Epigenetic mod	BRCT PPI green	Hsp90 Hop PPI	Ub-GFP proteasome	4MU fluor
CN1C(=S)SC(C)(C)C1(C)NO (configuration not stated)	10%	-1.8%[0.369 µM]	-2.1%	13%	?	-13%	-2%	-2.2%	-1%	-3%	?
O=C(Nn1c(Cc2cccs2)nc2ccccc2c1=O)c1cccs1	-8%	-0.2%[57.5 µM]	-1.3%	-3%	i	-7%	4%	1.0%	-6%	6%	i

All compounds of this part, previewed entries included:
SMILES	CRE-bla Fsk	HBB splicing	BRCT inh red	ALOX15 inhib	A350 fluor	Pol III holo inh	Epigenetic mod	BRCT PPI green	Hsp90 Hop PPI	Ub-GFP proteasome	4MU fluor
CN1C(=S)SC(C)(C)C1(C)NO (configuration not stated)	10%	-1.8%[0.369 µM]	-2.1%	13%	?	-13%	-2%	-2.2%	-1%	-3%	?
O=C(Nn1c(Cc2cccs2)nc2ccccc2c1=O)c1cccs1	-8%	-0.2%[57.5 µM]	-1.3%	-3%	i	-7%	4%	1.0%	-6%	6%	i
CC(C)CN(CCNC(=O)CC1Oc2ccccc2NC1=O)CC(C)C (configuration not stated)	-8%	-0.2%	1.5%	10%	/	-2%	/	-2.4%	-3%[2.3 µM]	1%	/
CCc1c(C)sc(NC(=O)OC)c1C(=O)N1CCCCC1	0%	1.7%	-2.6%	-10%	i	0%	3%	0.5%	-6%	-10%	i
Cc1ccc(NC2c3ncccc3C(=O)N2C2CCCCC2)cc1C (configuration not stated)	?	0.3%	0.7%	-10%	i	-6%	-3%	-1.0%	-9%	-1%	i
O=C(NC1CCCc2ccccc21)C1CCN(C(=O)c2sccc2-n2cccc2)CC1 (configuration not stated)	-20%	-0.5%	0.7%	-3%	/	0%	-5%	0.5%	-11%	-6%	/
CCc1nc(C)cn1S(=O)(=O)c1cc(C)c(OC)cc1C	?	-1.0%	0.1%	0%	/	-1%	2%	0.6%	0%	-10%	/
COc1ccc(-c2nnc(CSc3nc4ccccc4c(=O)n3CC(C)C)o2)cc1OC	3.2µM*	0.0%[57.5 µM]	-0.4%	-10%	i	1%	-3%	1.2%	-2%	-4%	i
O=C(O)CCn1c(-c2ccccc2)cc2c1CCCC2=O	-8%	1.6%	0.3%	13%	/	-5%	/	-0.5%	-5%	2%	/
CCOC(=O)CSc1nnc(C)n1N	-1%	/	-2.8%	-1%	i	3%	-2%	-0.3%	-1%	-1%	i
CN(C)c1ncc2nc(CCc3ccccc3)c(=O)n(CCc3ccccc3)c2n1	4µM*	1.7%	0.9%	3%	2.2e-08M*	5%	-3%[9.22 µM]	-1.2%	21%	-4%	1.6e-08M*
CCOC(=O)Cn1c(=O)oc2cc(S(=O)(=O)Nc3cc(OCC)ccc3OCC)ccc21	?	0.3%[0.369 µM]	0.7%	-12%	i	-4%	-4%	-1.2%	-4%	/	i
COc1cccc(-c2ccc3ncnc(NCc4ccccc4OC)c3c2)c1	?	-1.4%	-2.2%	?	i	0%	-3%[9.22 µM]	-1.3%	-1%	-3%	i
O=S(=O)(NCC1CCCO1)c1cccc2nsnc12 (configuration not stated)	0%	-3.1%	2.3%	1%	/	-5%	-2%	-0.1%	0%	-5%	/
Cc1ccc(S(=O)(=O)N(CC(=O)O)Cc2ccccc2F)cc1	-7%	-0.1%	-0.2%	4%	i	-1%	-4%	-1.8%	-1%	-4%	i
CCOc1cc(C#N)c(NC(=O)c2cccnc2)cc1OCC	?	0.1%	0.0%	-7%	i	2%	2%	-0.6%	4%	-9%	i
O=C(Nc1ccccc1C(=O)OCc1nnc(-c2ccccc2)o1)c1ccco1	?	0.5%	1.2%	4%	?	-2%	0%	1.2%	0%	-1%	?
CCOc1ccc(Nc2ncnc(N)n2)cc1	3%	1.0%	-0.9%	-7%	/	-4%	0%	-1.6%	3%	-4%	/
COc1ccc(OCC(=O)OCC(=O)Nc2ccc(S(=O)(=O)N3CCCCC3)cc2)cc1	2%	0.0%[57.5 µM]	0.1%	1%	i	-3%	5%	-0.8%	-3%	-1%	i
Fc1ccc(OCc2nn3c(Cn4nnc5ccccc54)nnc3s2)cc1	-18%	1.1%	-0.2%	?	?	-6%	12%	2.4%	-4%	10%	?
CC1(C)CC(=O)C2=C(C1)N(CCN1CCOCC1)C1=C(C(=O)CC(C)(C)C1)C2c1cccc(F)c1	?	-1.7%	0.0%	1%	1.6e-06M*	-2%	0%	-0.2%	0%	-11%	1.6e-06M*
CS(=O)(=O)N1CCC(C(=O)NCC2CCCO2)CC1 (configuration not stated)	-7%	-0.6%	-0.2%	7%	i	8%	3%	0.6%	1%	-3%	i
CC12CCC(C(=O)NCc3ccccc3)(OC1=O)C2(C)C (configuration not stated)	-1%	5.2%	-0.2%	8%	i	-2%	0%	-4.7%	-4%	-3%	i
Cc1ccc2nc(SCC(=O)NCc3ccco3)c(C#N)cc2c1	-8%	/	0.4%	-15%	?	-6%	3%	9.1%	-3%	-5%	i
CCC1CCC2(CC1)NC(CO)(CO)CO2 (configuration not stated)	-1%	/	0.2%	2%	i	-6%	0%	-2.8%	-3%	4%	i
CC(=O)Nc1ccc(NC2=CC(=O)CC(C)(C)C2)cc1	2%	-0.7%[9.22 µM]	1.5%	-2%	/	-17%	-2%	-1.3%	1%	12%	/
CN1CCN(c2nc(-c3ccc(N(C)C)cc3)nc3ccccc23)CC1	?	0.9%	-1.2%	2%	i	-7%	5%[9.22 µM]	-3.4%	?	-3%	i
Cc1noc(C)c1COC(=O)c1ccc2c(c1)OCCO2	-1%	-0.1%[57.5 µM]	0.1%	4%	1.3e-07M*	-6%	-2%	0.1%	0%	0%	1.3e-07M*
CCc1c(C)nc2cc(-c3cc(OC)cc(OC)c3)nn2c1N1CCCC1	2.5µM*	-0.2%[57.5 µM]	-0.6%	-16%	1.9e-08M*	0%	-2%	-1.7%	?	-4%	3.2e-08M*
Cc1ccc(C(c2nnnn2CCC(C)C)N2CCN(C)CC2)cc1 (configuration not stated)	-6%	/	-0.1%	-10%	i	1%	3%	-1.3%	-3%	-3%	i
O=C(O)CCN(CCC(=O)O)c1ccccc1	-3%	-1.9%[57.5 µM]	1.2%	4%	i	0%	0%	-0.9%	0%	-4%	i
Cc1ccc(-n2c(=O)cc(N3CCCCCC3)[nH]c2=O)cc1	-4%	0.4%	1.9%	-21%	/	-5%	/	-2.0%	-2%	1%	/
Cc1nnc(NC(=O)CSc2nnc(CNC(=O)c3ccccc3)n2-c2ccccc2)s1	0%	-0.7%	2.3%	6%	/	-4%	/	1.1%	2%	3%	/
CC(C)C(NC(=O)c1cccs1)C(=O)NC1=NCCS1 (configuration not stated)	-6%	8.6%	0.2%	7%	i	-3%	0%	-3.8%	-3%	3%	i
COc1ccccc1N1CCN(C(=O)c2cc3c(=O)n(C)c4ccccc4c3n2C)CC1	2µM*	-1.4%	1.0%	0%	/	-8%	/	4.3%	-3%[2.3 µM]	-9%	/
CN(C)CCNc1ccccn1	9%[7.6 µM]	-1.0%[9.22 µM]	-0.4%[15.4 µM]	1%[11.4 µM]	i	-4%[11.4 µM]	0%[9.22 µM]	-0.7%[15.4 µM]	0%[11 µM]	6%[9.17 µM]	i
COc1ccc(NC(=O)N2CCCC3(CCN(S(C)(=O)=O)CC3)C2)cc1	3%	2.0%	0.8%	8%	i	-6%	0%[9.22 µM]	-2.9%	-6%	-10%	i
O=C(NCc1ccco1)c1nc2ncccn2n1	-6%	-0.4%	0.1%	1%	i	3%	0%	-0.7%	-3%	4%	i
CC1=C[N+](=O)c2ccccc2[N+]1=O	-15%[7.6 µM]	3.2%[9.22 µM]	1.0%[15.4 µM]	6%[11.4 µM]	i	-6%[11.4 µM]	-3%[9.22 µM]	-2.3%[15.4 µM]	2%[11 µM]	-10%[9.17 µM]	i
CCCCCn1c(CN2CCN(CCO)CC2)nc2c1c(=O)n(C)c(=O)n2C	9%	-0.5%	-2.1%	-14%	/	1%	/	-25%	-2%	6%	/
Cc1ccc(C2(C(F)(F)F)NC(=O)N3CCCN=C3S2)cc1 (configuration not stated)	1%	0.2%[57.5 µM]	-3.4%	-20%	i	2%	-2%	-1.1%	-1%	2%	i
COc1ccc(C(CNC(=O)C2CC(=O)N(Cc3ccc(C)cc3)C2)N(C)C)cc1 (configuration not stated)	?	-1.4%	0.9%	14%	?	-2%	1%	-2.1%	-2%	-2%	i

Screening data as filed in PubChem BioAssay.
